Screening results deposited in PubChem by Broad Institute.
Cneo AK release: causes C. neoformans cell lysis; adenylate kinase release luminescence, 4 h; normalised: neutral wells 0, clomiphene wells 100; 0.2% of 360,000 active; AID 651654; lysis activity, % at 15 µM;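 active means mean lysis activity across replicates of at least 80%, whatever share of replicates individually reach that level; inactive means mean lysis activity below 80%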
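read-out = cell lysis signal | test system = log-phase Cryptococcus neoformans yeast cells | input = cells at 5 × 10^6 per mL | medium = fresh YPD growth medium | signal = luminescent adenylate kinase detection reagent | timing = 4 h at 37 °C static, read 1 h later | dosing = single dose | controls = Clomiphene as positive lysis control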
miR-122 sensor: inhibitors of miR-122 in Huh7 cells; Huh7 miR-122 Renilla luciferase sensor, 48 h; neutral wells = 0, positive control = 100; activation (reporter increase), % at 12.5 µM; 0.3% of 340,000 active; AID 602342;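 active means mean replicate activation score at least 90 and every replicate individually at or above 90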;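 further: higher luciferase means less miR-122 activity so hits act as miR-122 inhibitors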
RAD54 branch: blocks human RAD54 Holliday junction branch migration; Q92698; FAM/BHQ fluorescence; inhibition, % at 10.4 µM; 0.14% of 360,000 active;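 active means mean normalized replicate activity at least 40 and at least half of replicates scoring 40 or more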;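 further: 0% = median of neutral control wells and 100% = median of positive control wells; inhibitors cause a drop in the FAM fluorescence signal; in these data hits start at about 50%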
E-selectin induc: induces E-selectin expression in human endothelial cells. 0.37% of 260,000 active. activation, % at 7.58 µM. P16581. HUVEC E-selectin immunofluorescence imaging; normalized: neutral wells 0, TNF-alpha wells 100. AID 686992;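 active means mean E-selectin-positive cell signal at least 10% of the positive control, reached in at least 60% of replicates, without over 20% cell loss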;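 further: in these data hits start at about 27%; measured in HUVEC primary endothelial cells; signal is the percent of cells scored E-selectin positive by PE staining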
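System: HUVEC, human umbilical vein endothelial cells; quantity: 3,000 cells/well; buffer or medium: EGM-2 medium, gelatin-coated wells; dosing: single-point compound dose; detection: immunofluorescence imaging; evaluation: % PE-positive cells; benchmarks: TNF-alpha, DMSO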
RAD52 anneal inh: RAD52 (human) annealing inhibition; P43351; recombinant RAD52 DNA annealing, FRET fluorescence; inhibition, % at 18.7 µM; 0.46% of 360,000 active;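 active means every replicate showing at least 50% inhibition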
PGC1a acetyl inh: lowers PGC1a acetylation signal in U2OS cells; AlphaScreen anti-acetyl-lysine; with virally co-expressed GCN5 acetyltransferase; inhibition, % at 15.6 µM; 0.17% of 350,000 active;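 active means every replicate shows inhibition of at least 40%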;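 further: 0% = neutral control wells and 100% = positive control wells; some results beyond the cut were filed as inactive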
ERAP1 HTS inh: ERAP1 (human) enzyme inhibition. Q9NZ08. recombinant ERAP1, Leu-AMC fluorescence, 60 min. inhibition, % at 10.7 µM. 0.15% of 340,000 active. AID 652197;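 active means mean replicate inhibition of at least 30%, or all replicates individually reaching that 30% level; inactive means mean below 30% and not every replicate reaching it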;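 further: 0% = neutral control wells and 100% = L-leucinethiol positive control wells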
Target sequence (Q9NZ08 whole entry, looked up): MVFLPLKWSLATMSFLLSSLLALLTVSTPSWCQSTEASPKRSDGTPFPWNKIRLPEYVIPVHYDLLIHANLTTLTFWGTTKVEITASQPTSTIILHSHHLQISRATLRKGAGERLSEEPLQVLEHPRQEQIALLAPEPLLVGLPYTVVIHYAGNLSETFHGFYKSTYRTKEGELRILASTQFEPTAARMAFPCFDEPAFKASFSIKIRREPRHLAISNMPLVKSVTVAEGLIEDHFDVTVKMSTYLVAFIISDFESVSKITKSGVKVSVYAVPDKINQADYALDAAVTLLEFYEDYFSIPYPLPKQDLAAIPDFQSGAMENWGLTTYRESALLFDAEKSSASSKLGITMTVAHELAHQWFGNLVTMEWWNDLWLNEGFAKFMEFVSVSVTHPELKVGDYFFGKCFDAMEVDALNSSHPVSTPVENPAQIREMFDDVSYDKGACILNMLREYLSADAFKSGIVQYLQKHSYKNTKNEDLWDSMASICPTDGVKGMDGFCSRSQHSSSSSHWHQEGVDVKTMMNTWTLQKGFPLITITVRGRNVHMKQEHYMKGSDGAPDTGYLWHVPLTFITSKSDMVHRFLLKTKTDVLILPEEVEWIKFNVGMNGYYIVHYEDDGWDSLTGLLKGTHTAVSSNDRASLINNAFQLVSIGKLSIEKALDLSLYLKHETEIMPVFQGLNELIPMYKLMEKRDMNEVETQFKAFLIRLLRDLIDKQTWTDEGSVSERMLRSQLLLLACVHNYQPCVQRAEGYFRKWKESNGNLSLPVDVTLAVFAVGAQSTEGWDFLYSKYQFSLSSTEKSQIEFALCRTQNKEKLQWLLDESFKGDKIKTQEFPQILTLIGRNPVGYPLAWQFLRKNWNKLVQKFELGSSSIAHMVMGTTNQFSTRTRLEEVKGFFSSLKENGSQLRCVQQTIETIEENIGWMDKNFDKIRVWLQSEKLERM
PglD inh: blocks C. jejuni PglD acetyltransferase activity. purified PglD enzyme, DTNB colorimetric CoA detection. inhibition, % at 12.5 µM. 0.098% of 360,000 active; in the data active means inhibition above about 16%, passing the limit was not always enough; further: strong numbers were not always called active
Active calls of the source: *; . = no result given; & = joins results of further samples; [ ] = dose if it differs, or a comment.

SMILES | Cneo AK release | miR-122 sensor | RAD54 branch | E-selectin induc | RAD52 anneal inh | PGC1a acetyl inh | ERAP1 HTS inh | PglD inh
COCC(=O)N1CCCCN2[C@H](CO)[C@H](c3ccc(C#Cc4cccnc4)cc3)[C@H]2C1 | -3 | 0[16.7 µM] | 16 | -0.3 | -6 | 11 | 1 | -4
C[C@H](CO)N1C[C@H](C)[C@H](CN(C)S(=O)(=O)c2ccccc2F)Oc2cc(-c3ccccc3)ccc2S1(=O)=O | -5 | -2[16.7 µM] | 3 | 0.0 | -2 | -3 | -3 | 2
CC(C)NC(=O)/C(=C/c1ccco1)c1ccccc1 | -2 | 4 | -3 | . | . | -3 | . | -3
COc1ccc(CN(C)Cc2nc(Cc3ccccc3Cl)no2)cc1OC | 4 | -1 | 16 | -0.1 | 0 | -1 | -2 | 1
Cc1noc(C)c1NC(=O)N(C)C[C@@H]1Oc2cc(Br)ccc2S(=O)(=O)N([C@H](C)CO)C[C@@H]1C | -3 | 1 | 6 | -0.1&-0.2 | -7 | 2&-10 | 0 | 6
CCn1c(C)nc2cc(C(=O)NNS(=O)(=O)c3ccc(C)c(C)c3)ccc21 | -1 | -2 | 3 | . | . | -12 | . | 10
CCOC(=O)C1CCCN(C(=O)c2ccc(Cl)c(S(=O)(=O)N3CCc4ccccc43)c2)C1 (stereo not given) | 0 | 2 | -13 | . | -96 | -20 | 0 | 3
On1c(-c2ccccc2Cl)nc2ncccc21 | 0 | -3 | 8 | . | -7 | -3 | -3 | 1
CC1Cc2ccccc2N1C(=O)CCS(=O)(=O)c1cccs1 (stereo not given) | 4 | 4 | -2 | . | . | -6 | . | -2
CCCCNC(=O)c1ccc(N2CCC3(CC2)OCCO3)c([N+](=O)[O-])c1 | -1 | -3 | 1 | . | . | 3 | . | -4
O=C(Nc1ccc(F)cc1)N1CC(=O)N2[C@@H](CO)[C@@H](c3ccc(C#Cc4cccnc4)cc3)[C@@H]2C1 | . | . | . | 0.1 | -6 | 29 | -3 | .
O=C1NCC(COCC2CC=CCC2)O1 (stereo not given) | 1 | -26 | 1 | . | . | 4 | . | 3
COC(=O)CCC(=O)OC1(C)C(=O)C=C2C=C(C3CC3)N(CCc3c[nH]c4ccccc34)C=C2C1=O (stereo not given) | 0 | . | -3 | -0.2 | -12 | . | -2 | 4
COc1ccc(OC)c(C2C(C(=O)Nc3ccccc3OC)=C(C)Nc3nc(CCCO)nn32)c1 (stereo not given) | 1 | 1 | 5 | 0.0 | 5 | . | -1 | 0
COc1ccc(OC)c(NC(=O)CSc2nncc3ccccc23)c1 | -1 | . | 15 | 0.2 | -7 | . | 1 | 5
CC(C)Cn1c(SCC(=O)N2CCOCC2)nc2ccccc2c1=O | 2 | . | -2 | . | -19 | . | 0 | 3
CC(C)(C)NC[C@H](O)COc1nsnc1N1CCOCC1 | 1&1&-2 | -7&1&-1 | 6&1&-5 | 1.5&-0.3&-2.4 | 8&0&-2 | 0 | -3&-1&3 | -1&1&9
C[C@@H]1CCCCO[C@@H](CN(C)Cc2ccc(C(F)(F)F)cc2)[C@@H](C)CN([C@@H](C)CO)C(=O)c2cc(NS(C)(=O)=O)ccc2O1 | 3 | 6[16.7 µM] | -5 | 0.0 | . | -2 | . | -2
COc1cc(NC(=S)Nc2ccc(Br)cc2Cl)c(OC)cc1Cl | 4 | -3 | -4 | 0.0 | . | 2 | . | -1
C=CCOc1cccc(C2C(C(=O)c3ccc(C)o3)=C(O)C(=O)N2CCCn2ccnc2)c1 (stereo not given) | 6 | . | -6 | 0.6 | -6 | . | 4 | -5
CC1(C(=O)NS(=O)(=O)Cc2ccccc2)CCN1C(=O)Cc1ccccc1Cl (stereo not given) | 10 | . | 10 | 0.2 | 11 | . | 4 | 3
Cc1ccc(NC(=O)CN(C)C(=O)C2CC(=O)N(Cc3ccccc3)C2)cc1 (stereo not given) | 1 | -1 | -6 | . | 1 | . | 1 | 5
N#Cc1cccc(-c2ccc3c(c2)[C@@H]2[C@@H](CCN2C(=O)CN2CCOCC2)[C@H](CO)N3)c1 | -15 | -11[16.7 µM] | 5 | 0.0 | . | -15 | . | 6
O=C1c2cccnc2C(Nc2ccccc2Br)N1Cc1ccco1 (stereo not given) | . | -21 | . | . | -11 | -3 | -4 | .
O=C(C1CCCC1)N1[C@H](CO)[C@H](c2ccccc2)C12CN(CCC(F)(F)F)C2 | . | . | . | 0.6 | -18 | -1 | -5 | .

3 compounds out of the list, ordered by formula weight, rising.
SMILES | Cneo AK release | miR-122 sensor | RAD54 branch | E-selectin induc | RAD52 anneal inh | PGC1a acetyl inh | ERAP1 HTS inh | PglD inh
CCn1c(C)nc2cc(C(=O)NNS(=O)(=O)c3ccc(C)c(C)c3)ccc21 | -1 | -2 | 3 | . | . | -12 | . | 10
COc1cc(NC(=S)Nc2ccc(Br)cc2Cl)c(OC)cc1Cl | 4 | -3 | -4 | 0.0 | . | 2 | . | -1
COC(=O)CCC(=O)OC1(C)C(=O)C=C2C=C(C3CC3)N(CCc3c[nH]c4ccccc34)C=C2C1=O (stereo not given) | 0 | . | -3 | -0.2 | -12 | . | -2 | 4

More records
SMILES | Cneo AK release | miR-122 sensor | RAD54 branch | E-selectin induc | RAD52 anneal inh | PGC1a acetyl inh | ERAP1 HTS inh | PglD inh
COCC#Cc1ccc2c(c1)O[C@H](CN(C)S(=O)(=O)c1cccc(OC)c1)[C@@H](C)CN([C@H](C)CO)S2(=O)=O | 45 | 12[16.7 µM] | -2 | 0.4 | 5 | -22 | 1 | 2
Cc1ccc2c(CSc3nnnn3C)cc(=O)oc2c1 | -1 | -8 | 3 | . | -2 | . | 1 | -1
COc1ccc(OC)c(NC(=O)COc2ccc3c(c2)CCC3)c1 | -1 | . | 0 | -1.8 | -7 | . | 4 | -2
CCSC1=NC2(CCCCC2)Nc2sc3c(c21)CCCC3 | -1 | 1 | -11 | . | . | -6 | . | -5
O=c1[nH]n(CC2COC3(CCCCC3)O2)c(=O)c2ccccc12 (stereo not given) | -4 | -9 | -8 | . | -14 | 1 | 1 | 7
COc1ccc(C2C3=C(N=C4SCC(=O)N42)c2ccccc2CC3)cc1OC (stereo not given) | . | -4 | . | . | -5 | -7 | 4 | .
O=C(O)C1CCCN(S(=O)(=O)c2ccc(Cl)s2)C1 (stereo not given) | 2 | 1 | 1 | . | -1 | -2 | . | -2
COc1ccc(NS(=O)(=O)c2cccc(C(=O)NCC(c3ccc(OC)cc3)N3CCCCC3)c2)cc1 (stereo not given) | -2 | 0 | -15 | . | -45 | -2 | -3 | 1
C[C@H](CO)N1C[C@H](C)[C@H](CN(C)S(=O)(=O)c2cccs2)Oc2ccc(NC(=O)CCCN(C)C)cc2C1=O | -4 | -3[16.7 µM] | -5 | 9.4 | 10 | -5 | 1 | -8
COC(=O)C1C(=O)N2CCCSC2=C(C#N)C1c1cccs1 (stereo not given) | 0 | 3 | 4 | . | . | -3 | . | -1
C[C@H]1CCCCO[C@H](CN(C)Cc2ccncc2)[C@@H](C)CN([C@@H](C)CO)C(=O)c2cc(NC(=O)Nc3ccc(F)cc3)ccc2O1 | 5 | 0[16.7 µM] | 2 | 0.1 | . | -13 | . | 0
O=C(Nc1ccccc1)c1cccc(NC(=O)c2ccco2)c1 | -6 | -2 | 0 | 4.0 | -5 | 3 | 2 | -2
CCCC#Cc1ccc([C@H]2[C@@H](CO)N3C(=O)CN(C(=O)NC4CCCC4)C[C@H]23)cc1 | . | . | . | 0.0 | -2 | 8 | 0 | .
O=C(CSc1nc2ccccc2o1)Nc1nccs1 | . | . | . | 1.3 | -3 | 2 | 2 | .
O=C(NNC(=O)c1nc2ccccc2[nH]1)OCc1ccccc1 | 0 | 1 | 8 | 0.2 | -9 | -1 | 6 | 10
CCCC(C)NC(=O)CSc1nc(-c2ccccc2)cn1N (stereo not given) | . | 0 | . | -3.7 | -4 | 15 | 3 | .
COc1ccc(-c2noc(CN(Cc3nccn3C)C(C)C)n2)cc1 | 1 | -3 | -4 | 7.0 | -7 | 2 | -1 | -3
COc1cc(C=C2CN(C)C(=O)C2=O)ccc1O | 2 | 0 | 9 | 1.0 | -29 | -3 | 11 | -13
O=C1N[C@@H](Cc2ccccc2)C(=O)N2[C@H]1C[C@]1(Br)c3ccccc3N(S(=O)(=O)c3ccccc3)[C@H]21 | -1 | 7 | -5 | 0.3 | -16 | -1 | 1 | 0
CCCCNC(=O)CS(=O)Cc1nc(-c2cccc(C)c2)oc1C (stereo not given) | 0 | -5 | -6 | . | -8 | 3 | 1 | -3
Cc1ccc(S(=O)(=O)Nc2cccc(C(=O)NCCCN3CCOCC3)c2)cc1F | 0 | 2 | -12 | 0.4 | -4 | 11 | 0 | 3
CCCC#Cc1ccc([C@H]2[C@@H](CO)N3CCCCN(S(=O)(=O)CC)C[C@@H]23)cc1 | 0 | 6[16.7 µM] | 2 | 0.2 | -36 | -5 | 2 | 2
COc1ccc(C(OC(=O)c2ccco2)C(=O)NC(C)(C)C)cc1OC (stereo not given) | 4 | 2 | -2 | . | -16 | -2 | 0 | -4
COc1ccccc1S(=O)(=O)N(C)C[C@@H]1OCc2ccccc2-c2c(n(C)c3ccccc23)C(=O)N([C@H](C)CO)C[C@@H]1C | -4 | . | 4 | 5.7 | 5 | -18 | -4 | 0
COc1cc(C)c(CN2CCN(c3ncccn3)CC2)cc1C | -1 | -3 | 5 | . | -4 | 0 | . | -1
N#CCCN(C(=O)COC(=O)c1ccc2c(c1)NC(=O)CS2)c1ccc2c(c1)OCCO2 | 0 | 1 | 1 | . | -12 | 0 | 1 | -1
Cc1cc(Br)cn2c(Cc3ccsc3)c(C(C)(C)C)nc12 | 1 | 3 | -23 | 0.3 | -226 | -4 | 3 | 1
Cc1cccc(N2CCN(C(=O)c3ccc(S(=O)(=O)N(C)c4ccccc4)cc3)CC2)c1C | . | 36 | . | . | -9 | 6 | 0 | .
CS(=O)(=O)N(Cc1ccc(Cl)cc1)c1ccc(C(=O)Nc2cccnc2)cc1 | 0 | -1 | -2 | . | . | . | . | 9

Rewritten field by field: two of the compounds above.
COc1ccc(-c2noc(CN(Cc3nccn3C)C(C)C)n2)cc1
  Cneo AK release: 1	miR-122 sensor: -3	RAD54 branch: -4	E-selectin induc: 7.0	RAD52 anneal inh: -7	PGC1a acetyl inh: 2	ERAP1 HTS inh: -1	PglD inh: -3

COc1cc(C=C2CN(C)C(=O)C2=O)ccc1O
  Cneo AK release: 2	miR-122 sensor: 0	RAD54 branch: 9	E-selectin induc: 1.0	RAD52 anneal inh: -29	PGC1a acetyl inh: -3	ERAP1 HTS inh: 11	PglD inh: -13

Three of the entries above in order of their number in PglD inh, falling:
canonical_smiles	miR-122 sensor	RAD52 anneal inh	PGC1a acetyl inh	ERAP1 HTS inh	PglD inh
C[C@H]1CCCCO[C@H](CN(C)Cc2ccncc2)[C@@H](C)CN([C@@H](C)CO)C(=O)c2cc(NC(=O)Nc3ccc(F)cc3)ccc2O1	0[16.7 µM]	.	-13	.	0
O=C(Nc1ccccc1)c1cccc(NC(=O)c2ccco2)c1	-2	-5	3	2	-2
COc1cc(C=C2CN(C)C(=O)C2=O)ccc1O	0	-29	-3	11	-13
